From PubChem
MsrA inhibitor – bovine MsrA enzyme inhibitors, primary screen, biochemical, absorbance, HTS; purified bovine MsrA, absorbance read-out; 0.75% of 360,000 active; Methionine sulfoxide reductase A (Bos taurus); inhibition, % at 15.5 µM; AID 651718, 2012; in the data active = inhibition above about 4.5%;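 note: 0% = vehicle wells with enzyme and 100% = reference inhibitor wells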
CSN deneddyl inh – inhibitors of CSN-mediated cullin deneddylation, primary screen, biochemical, fluorescence polarization, uHTS | COP9 signalosome complex subunit 5 (Homo sapiens), Q92905 | Purified CSN, SCF-Nedd8-OG deneddylation | inhibition, % at 12.5 µM | 0.38% of 360,000 active | AID 651999, 2013;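 active = pattern-corrected inhibition above about 35%, with an unprinted fluorescence ratio check between 0.5 and 1.5, limit read from the data, passing the limit was not always enough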;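 note: 0% = enzyme with substrate and 100% = substrate without enzyme; some results filed as inactive read as strong as hits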
Target sequence (Q92905 whole entry, looked up, one chain of several): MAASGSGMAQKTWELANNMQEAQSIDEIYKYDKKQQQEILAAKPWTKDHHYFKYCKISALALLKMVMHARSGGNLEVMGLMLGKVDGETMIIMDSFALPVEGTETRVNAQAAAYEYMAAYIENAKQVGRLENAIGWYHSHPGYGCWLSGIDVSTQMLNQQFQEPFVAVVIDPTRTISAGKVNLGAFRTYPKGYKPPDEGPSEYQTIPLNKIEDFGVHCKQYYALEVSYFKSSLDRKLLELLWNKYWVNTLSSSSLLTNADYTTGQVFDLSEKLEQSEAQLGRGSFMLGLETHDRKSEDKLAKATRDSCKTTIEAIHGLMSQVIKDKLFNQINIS
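test system = HEK293T-derived human Csn5 enzyme | amount = 0.24 nM Csn5 enzyme, final concentration | medium = Tris/NaCl/DTT buffer, pH 7.5 | schedule = 90 min reaction at room temperature | signal = FP | evaluation = inhibition of Csn5 cleavage, % | compound dosing = single dose of 12.5 µM compound with 0.25% DMSO | probe or stimulus = 10 nM SCFSkp2-Nedd8OG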
eLon inh – inhibitors of E. coli Lon protease, primary screen, biochemical, fluorescence polarization; AID 602123, 2011; 0.42% of 360,000 active; inhibition, % at 7.94 µM; purified E. coli Lon protease; in the data active = inhibition above about 13%, passing the limit was not always enough;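 note: 0% = enzyme with probe and DMSO and 100% = no enzyme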
Target sequence (P0A9M0 whole entry, looked up): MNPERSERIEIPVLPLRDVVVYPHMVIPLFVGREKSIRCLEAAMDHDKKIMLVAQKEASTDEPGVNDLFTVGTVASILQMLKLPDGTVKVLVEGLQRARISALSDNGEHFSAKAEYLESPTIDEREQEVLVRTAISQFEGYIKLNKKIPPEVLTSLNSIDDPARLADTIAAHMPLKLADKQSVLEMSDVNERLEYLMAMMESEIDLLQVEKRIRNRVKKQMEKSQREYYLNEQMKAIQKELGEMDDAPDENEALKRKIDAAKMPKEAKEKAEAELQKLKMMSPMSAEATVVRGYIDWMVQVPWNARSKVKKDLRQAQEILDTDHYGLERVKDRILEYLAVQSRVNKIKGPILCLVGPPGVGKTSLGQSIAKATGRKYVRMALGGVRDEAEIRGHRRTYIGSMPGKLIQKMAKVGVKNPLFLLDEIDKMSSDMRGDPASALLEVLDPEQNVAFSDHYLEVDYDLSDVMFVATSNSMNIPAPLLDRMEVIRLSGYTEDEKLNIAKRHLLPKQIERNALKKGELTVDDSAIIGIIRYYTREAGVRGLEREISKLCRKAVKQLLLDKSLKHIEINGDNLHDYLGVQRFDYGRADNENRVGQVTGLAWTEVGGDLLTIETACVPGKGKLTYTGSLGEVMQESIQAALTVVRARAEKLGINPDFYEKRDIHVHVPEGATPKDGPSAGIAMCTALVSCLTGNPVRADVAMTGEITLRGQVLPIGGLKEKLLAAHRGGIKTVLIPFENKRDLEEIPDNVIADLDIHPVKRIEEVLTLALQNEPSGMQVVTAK
MT1-MMP act inh – blockers of MT1-MMP proenzyme processing, primary screen, HT1080 RFP-PRO-GFP cells, GFP/RFP fluorescence | GFP/RFP ratio change, % at 20 µM | GFP/RFP ratio fluorescence, overnight; percent of plate control window, DMSO zero | Matrix metalloproteinase-14 (Homo sapiens), P50281 | 0.061% of 360,000 active;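 active = GFP/RFP ratio change of at least 30% with cell ATP level not reduced by more than half and red fluorescence within 50% of control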; note: strong numbers were not always called active
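Test system: HT1080 RFP-PRO-GFP cells; Benchmarks: DMSO and RFP-L50D-GFP cell wells; Timing: cells overnight before dosing, compound overnight, 37 °C, 5% CO2; Compound: one 20 µM compound dose with 1% DMSO; Read-out: GFP/RFP fluorescence ratio.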
FAS-TE inh – FAS thioesterase domain inhibitors, primary screen, biochemical, fluorescence intensity, uHTS; recombinant FAS-TE, OMFH fluorogenic substrate, fluorescence endpoint; AID 602261, 2012; inhibition, % at 15 µM; 0.67% of 360,000 active; Fatty acid synthase (Homo sapiens), P49327;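 active = compounds whose normalised, plate-corrected inhibition of enzyme fluorescence in the single-dose primary screen is 50% or more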;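 note: 0% = DMSO with enzyme and 100% = substrate without enzyme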
MsrA act – bovine MsrA enzyme activators, primary screen, biochemical, absorbance, HTS. Methionine sulfoxide reductase A (Bos taurus). purified bovine MsrA, absorbance read-out. activation, % at 10.6 µM. 0.3% of 360,000 active; in the data active = activation above about 7.5%;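 note: 0% = vehicle and 100% = reference activator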
Rpn11 block – Rpn11 (PSMD14) deubiquitinase inhibitors, primary screen, biochemical, fluorescence polarization, uHTS | 26S proteasome non-ATPase regulatory subunit 14 (Homo sapiens), O00487 | human 26S proteasome, Ub4-pepOG fluorescence polarization; 20S core pre-blocked with epoxomicin | calls only at 20 µM | 0.59% of 360,000 active | AID 588493, 2011;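 active = inhibition at 20 µM, scaled to each plate's controls, above about 33%, limit read from the data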
Rin1 Abl inh – inhibitors of Rin1-Abl protein binding, primary screen, biochemical, TR-FRET | Tyrosine-protein kinase ABL1 (Homo sapiens) + Ras and Rab interactor 1 (Homo sapiens), … | 0.4% of 360,000 active | inhibition, % at 7.35 µM | AID 588664, 2011; in the data active = inhibition above about 5%, passing the limit was not always enough
MLLE-PAM2 inh – inhibitors of PABP1 MLLE–PAM2 peptide binding, primary screen, biochemical, fluorescence polarization, FITC-PAM2, GST-MLLE; 0.36% of 360,000 active; inhibition, % at 20 µM; in the data active = inhibition above about 35%, passing the limit was not always enough;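 note: plate controls were DMSO wells with GST-MLLE for no effect and wells lacking GST-MLLE protein for full effect; some results filed as inactive read as strong as hits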
An asterisk follows results filed as active; i = inactive; . = no result given.

smiles,MsrA inhibitor,CSN deneddyl inh,eLon inh,MT1-MMP act inh,FAS-TE inh,MsrA act,Rpn11 block,Rin1 Abl inh,MLLE-PAM2 inh
COc1ccc(/C=N/NC(=O)CCSc2nc3ccccc3s2)cc1,1.4,0,-6,-5,27,-2,i,1,5
CCOC(=O)c1oc2ccccc2c1COC(=O)CNC(=O)c1ccco1,0.1,1,-9,-1,0,-3,i,-2,-5
Cc1cc(C)cc(N(CCC(=O)O)S(=O)(=O)c2ccc(Cl)cc2)c1,0.1,2,-3,2,-10,-2,i,-2,1
COc1ccccc1/C=N/NC(=O)c1ccc(-c2ccccc2)cc1,1.8,1,5,3,4,-3,i,-2,6
O=CN1CCCN(C(=O)CC2C(=O)NCCN2Cc2cccc(Oc3ccccc3)c2)CC1 (stereo not given),-0.3,-4,2,-2,0,-2,i,3,7
O=C(Nc1cccn(Cc2ccccc2Cl)c1=O)NC1CCCCC1,-0.4,11,5,-37,8,-4,i,1,3
O=C(COC(=O)CCSc1ccccc1)NCc1ccccc1,0.0,3,-7,-2,-6,-5,i,0,22
Cn1c(CSCc2ccc(Cl)cc2Cl)n[nH]c1=S,1.0,-2,6,5,-5,-5,i,-1,-11
CCOc1ccc(N2C(=O)CC(Sc3nnnn3-c3ccccc3)C2=O)cc1 (stereo not given),0.5,8,-6,0,-2,-4,i,-2,-28
Cc1ccc(S(=O)(=O)/N=C(\c2ccc(Cl)cc2)N2CCOCC2)cc1,-0.7,-1,6,-3,-4,-4,i,-1,6
CC(=O)c1cccc(NC(=O)N2CCCC(C(=O)c3cc(F)ccc3F)C2)c1 (stereo not given),0.0,-2,-7,-4,-7,-1,i,2,5
CCN1C/C(=N\S(=O)(=O)/N=C2\CN(CC)C(=O)N2CC)N(CC)C1=O,-0.6,-3,-1,4,-3,-2,i,-2,13

Carrying on.
smiles,MsrA inhibitor,CSN deneddyl inh,eLon inh,MT1-MMP act inh,FAS-TE inh,MsrA act,Rpn11 block,Rin1 Abl inh,MLLE-PAM2 inh
COC(=O)c1sc2ccccc2c1-n1cccc1C(=O)C(=O)Nc1ccc(F)cc1,3.9,-4,-10,-2,11,-4,i,-1,7
CC(=O)c1c(C)[nH]c(C(=O)Nc2ccc(S(=O)(=O)N(C)C)cc2)c1C,2.1,-1,3,5,-1,-3,i,1,9
O=C(c1cc(F)c(F)cc1Cl)N1CCCc2ccccc21,0.7,4,-1,-5,4,-1,i,-4,-5
Cc1ccc[n+](-c2nc3ccccc3nc2[N-]S(=O)(=O)c2ccccc2)c1,-0.4,2,-2,3,-5,-2,i,1,-2
CN(C)CCOC(C1CCCCC1)C1CCCCC1,-0.5,1,-8,-13,-7,-4,i,-2,-5
Cc1c(N=C2SCC(=O)N2/N=C/c2ccccc2)c(=O)n(-c2ccccc2)n1C,1.3,2,-9,-3,-5,-3,i,-2,-8
COc1ccc(-c2cnc3c(NC=O)cc(-c4ccc(C(=O)N5CCOCC5)cc4)cn23)cc1OC,-0.5,1,-7,0,6,0,i,0,-16
Cc1ccc(NC(=O)C2CCCN(c3ncnc4c3nc3n4CCCCC3)C2)cc1Cl (stereo not given),0.7,-3,9,3,14,-3,i,1,-3
CCOC(=O)C1CCCN(C(=O)c2cc3cc4ccc(OC)cc4nc3o2)C1 (stereo not given),.,-1,-6,3,19,-5,i,-2,7
COC(=O)c1cc(OC)c(OC)cc1NC(=O)Nc1ccccc1OC,0.8,1,2,0,-9,-2,i,-7,-3
COc1ccc(C2=NNC(=Nc3cc(S(=O)(=O)N(C)C)ccc3C)SC2)c(OC)c1,-0.6,-6,-6,-9,-63,-3,i,1,-48
CCOc1ccc(S(=O)(=O)N(C)CC(=O)NC2CCCC2)cc1,0.8,2,-3,2,-6,-3,i,0,9

One compound at a time, from the list above. Screens in order: MsrA inhibitor	CSN deneddyl inh	eLon inh	MT1-MMP act inh	FAS-TE inh	MsrA act	Rpn11 block	Rin1 Abl inh	MLLE-PAM2 inh
O=C(Nc1cccn(Cc2ccccc2Cl)c1=O)NC1CCCCC1 as listed: -0.4	11	5	-37	8	-4	i	1	3
CCOC(=O)c1oc2ccccc2c1COC(=O)CNC(=O)c1ccco1 as listed: 0.1	1	-9	-1	0	-3	i	-2	-5
CC(=O)c1cccc(NC(=O)N2CCCC(C(=O)c3cc(F)ccc3F)C2)c1 (stereo not given) as listed: 0.0	-2	-7	-4	-7	-1	i	2	5
O=C(COC(=O)CCSc1ccccc1)NCc1ccccc1 as listed: 0.0	3	-7	-2	-6	-5	i	0	22
O=CN1CCCN(C(=O)CC2C(=O)NCCN2Cc2cccc(Oc3ccccc3)c2)CC1 (stereo not given) as listed: -0.3	-4	2	-2	0	-2	i	3	7

(further entries)
smiles,MsrA inhibitor,CSN deneddyl inh,eLon inh,MT1-MMP act inh,FAS-TE inh,MsrA act,Rpn11 block,Rin1 Abl inh,MLLE-PAM2 inh
O=C(CNS(=O)(=O)c1ccccc1)NCC(=O)OCc1ccc(C(=O)c2ccccc2)cc1,-0.2,0,-6,0,-5,-2,i,1,-7
COc1ccc(-n2nnnc2SC(C)C(=O)NCC(=O)Nc2ccc(F)c(F)c2F)cc1 (stereo not given),0.7,-4,-10,-4,7,0,i,-2,-97
CCn1cc(C(=O)N[C@H](C(=O)NC(C)(C)CO)C(C)C)c(=O)c2cc3c(cc21)OCO3,-1.3,-1,-3,0,-5,-2,i,1,0
CC(=O)C1=C(NC(=O)c2ccc(F)cc2)CC2C1C2(C)C (stereo not given),-0.7,5,-7,1,2,-6,i,0,-10
COc1ccc(O)c(C(=O)c2cc(C#N)c(=O)n(CCN3CCOCC3)c2)c1,1.4,1,-4,0,-4,3,i,1,-12
COc1ccc(C(=O)Nc2ccc(N3CCC(C)CC3)cc2)cc1Br,0.2,5,0,-7,2,-3,i,0,-7
COc1ccc(CC(=O)Nc2nc(C(C)(C)C)cs2)cc1,1.7,7,4,-23,7,-2,i,2,2
O=C(COc1ncnc2sccc12)Nc1cccc(S(=O)(=O)N2CCOCC2)c1,1.5,1,-1,5,-6,-1,i,1,-21
C1CCc2c(nc3nnnn3c2N2CCOCC2)C1,1.4,5,1,-1,-10,-3,i,-4,8
NNC(=O)c1cccc(S(=O)(=O)Nc2cccc(C(F)(F)F)c2)c1,-1.5,3,-4,-1,-3,-2,i,-4,2
CNC(=S)NNC(=O)c1ccccc1F,-0.1,5,-3,1,3,-8,i,0,3
CCOC(=O)Cc1c(C)nc2c(-c3ccc(Cl)cc3)c(C)nn2c1C,1.2,-2,0,-3,36,-4,i,2,-9

A portion from further up, as a working copy:
smiles,MsrA inhibitor,CSN deneddyl inh,eLon inh,MT1-MMP act inh,FAS-TE inh,MsrA act,Rpn11 block,Rin1 Abl inh,MLLE-PAM2 inh
O=C(CNS(=O)(=O)c1ccccc1)NCC(=O)OCc1ccc(C(=O)c2ccccc2)cc1,-0.2,0,-6,0,-5,-2,i,1,-7
COc1ccc(-n2nnnc2SC(C)C(=O)NCC(=O)Nc2ccc(F)c(F)c2F)cc1 (stereo not given),0.7,-4,-10,-4,7,0,i,-2,-97

Carrying on:
smiles,MsrA inhibitor,CSN deneddyl inh,eLon inh,MT1-MMP act inh,FAS-TE inh,MsrA act,Rpn11 block,Rin1 Abl inh,MLLE-PAM2 inh
CCN1CCN(c2ncc(C(=O)Nc3cc(Cl)c(OC)cc3OC)c3ccccc23)CC1,-0.1,-6,17,-3,5,1,i,-1,7
COc1ccc(CCNC(=O)CN2C(=O)c3ccccc3C2=O)cc1,1.6,-5,-5,1,-7,-5,i,1,5
CN(C(=O)C1CCOC1)c1nnc(-c2ccccn2)s1 (stereo not given),0.9,-2,10,9,-5,-1,i,-1,23
N#C/C(=C\c1cn(Cc2ccccc2F)c2ccccc12)C(=O)NCc1ccco1,-0.3,-3,9,4,3,-1,.,0,-3
CSc1cccc(N2CC(C(=O)NCCC3=CCCCC3)CC2=O)c1 (stereo not given),-1.0,0,-5,-1,14,1,i,-2,-2
O=C(COC(=O)c1cccc(S(=O)(=O)N2CCOCC2)c1)NCCc1ccccc1,2.6,3,-14,0,-3,0,i,3,-13
COc1ccc(S(=O)(=O)N2CCN(CC(=O)Nc3cc(Cl)ccc3Cl)CC2)cc1,0.9,0,-10,0,32,-1,i,2,12
C[C@H](CO)N1C[C@H](C)[C@H](CN(C)C(=O)Nc2ccnc(N3CCOCC3)c2)OCc2cnnn2CCCC1=O,0.1,-3,-2,1,-5,-6,i,2,4
CCOC(=O)Cn1nc(C)c(NC(=O)CCc2ccc(OC)cc2)c1C,-0.5,-6,-3,-2,-7,-5,i,-1,4
C[n+]1ccn(CC(=O)c2ccc(Cl)cc2)c1,1.4,-20,0,1,-8,-5,i,-2,-1
Brc1ccccc1OCCN1CCOCC1,-0.7,0,-5,-1,-5,9.5*,i,1,3
CCOC(=O)C1(Cc2cccc(OC)c2)CCN(Cc2cccc(OC)c2O)CC1,-1.2,-4,-2,-6,-12,-2,i,2,9

3 compounds out of the list, sorted by SMILES length, falling.
smiles,MsrA inhibitor,CSN deneddyl inh,eLon inh,MT1-MMP act inh,FAS-TE inh,MsrA act,Rpn11 block,Rin1 Abl inh,MLLE-PAM2 inh
COc1ccc(/C=N/NC(=O)CCSc2nc3ccccc3s2)cc1,1.4,0,-6,-5,27,-2,i,1,5
O=C(Nc1cccn(Cc2ccccc2Cl)c1=O)NC1CCCCC1,-0.4,11,5,-37,8,-4,i,1,3
CNC(=S)NNC(=O)c1ccccc1F,-0.1,5,-3,1,3,-8,i,0,3

(list continues)
smiles,MsrA inhibitor,CSN deneddyl inh,eLon inh,MT1-MMP act inh,FAS-TE inh,MsrA act,Rpn11 block,Rin1 Abl inh,MLLE-PAM2 inh
COC(=O)NC(=S)Nc1ccc(Oc2ccc(Cl)cc2Cl)c(Cl)c1,0.0,4,-10,-6,25,-6,i,0,22
COC(=O)c1cccc(NC(=O)CSc2nnc(C3CC3)n2C)c1,-0.6,3,0,-2,-8,-3,i,0,-5
COC(=O)C(C)Sc1nc2c(cnn2-c2ccccc2)c(=O)[nH]1 (stereo not given),-0.2,-4,-7,4,-2,-12,i,0,-6
Cn1nnc(NC(=O)c2ccc([N+](=O)[O-])cc2Cl)n1,0.6,-1,0,1,-8,-3,i,2,8
Oc1c(-c2cc(-c3ccco3)[nH]n2)ccc2ccccc12,0.4,-1,3,0,17,-7,i,2,4
Cc1nc2scc(C)n2c(=O)c1S(=O)(=O)NCC1CCN(Cc2ccc(Cl)cc2)CC1,3.2,-2,4,0,6,-3,i,0,0
Cc1cc(C)c(C(N)=O)c(NCCc2ccccc2)n1,0.5,2,4,1,-7,-5,i,1,-13
COc1ccccc1N(C)S(=O)(=O)c1ccc(Cl)c(C(=O)Nc2ccncc2)c1,0.0,0,-9,-11,-3,0,i,0,1
